RTF Ca sens inh: cardiac RTF calcium desensitization; 0.12% of 340,000 active; inhibition, % at 7.15 µM; P19429+P45379; IANBD-labeled cardiac RTF, Ca2+ fluorescence;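 active = inhibition above the mean inhibition of all tested compounds plus 3 SD, cut at about 17% in these data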;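 also: assay run at fixed EC70 calcium of 1.6 mM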
CDK5 p35 inh: CDK5/p35 (human) kinase inhibition; Recombinant CDK5/p35, ADP-Glo luminescence, 60 min; inhibition, % at 10 µM; 0.01% of 330,000 active;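 active = highest replicate inhibition of at least 50% and at least 75% of replicates reaching 50%; inconclusive = only one of the two criteria met; inactive = both criteria failed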;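 also: plate controls were DMSO neutral control for no effect and GW8510 at 10 µM for full effect; many of its hits are not listed in these tables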
RTF Ca sens act: increases calcium sensitivity of human cardiac regulated thin filaments. P19429+P45379. IANBD-labeled TnC RTF fluorescence at EC20 calcium; 0% EC20 calcium, 100% full calcium. activation, % at 7.2 µM. 0.24% of 340,000 active. AID 493008;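 active = activation above the mean over all tested compounds plus 3 SD, cut at about 30% in these data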;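 also: rise in fluorescence read as greater calcium sensitivity of cardiac thin filaments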
Keap1-Nrf2 PPI: disrupts human Keap1 binding to Nrf2 peptide; Keap1 Kelch-Nrf2 peptide fluorescence polarization, 1536-well; inhibition, % at 9.4 µM; AID 504523; 0.15% of 340,000 active; Q14145; in the data active = inhibition above about 12%; inconclusive = no clear call, values can overlap the other calls; inactive = below about 7.3%;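 also: human Keap1 Kelch domain with fluorescein labeled Nrf2 9mer peptide probe; 0% = neutral control wells and 100% = peptide positive control; higher means more block of Keap1 binding to Nrf2 peptide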
Target sequence (Q14145 whole entry, looked up, the tested form may be a part): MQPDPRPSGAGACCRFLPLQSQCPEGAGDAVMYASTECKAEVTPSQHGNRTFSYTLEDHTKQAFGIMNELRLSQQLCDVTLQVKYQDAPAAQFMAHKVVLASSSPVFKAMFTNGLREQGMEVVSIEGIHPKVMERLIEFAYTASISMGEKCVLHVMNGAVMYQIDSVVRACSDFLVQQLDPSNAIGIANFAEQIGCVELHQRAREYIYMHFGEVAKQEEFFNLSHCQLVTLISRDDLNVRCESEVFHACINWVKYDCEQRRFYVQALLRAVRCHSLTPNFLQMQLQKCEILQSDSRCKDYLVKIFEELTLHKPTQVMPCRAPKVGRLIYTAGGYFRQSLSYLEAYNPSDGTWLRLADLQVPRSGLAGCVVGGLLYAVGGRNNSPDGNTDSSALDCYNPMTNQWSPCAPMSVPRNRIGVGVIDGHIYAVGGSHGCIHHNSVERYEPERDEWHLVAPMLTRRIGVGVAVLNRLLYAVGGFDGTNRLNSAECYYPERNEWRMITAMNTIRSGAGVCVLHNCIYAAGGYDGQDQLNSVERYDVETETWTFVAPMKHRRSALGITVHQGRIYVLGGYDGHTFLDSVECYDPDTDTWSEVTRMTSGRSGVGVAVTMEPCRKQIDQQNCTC
C-LANA FP: inhibitors of KSHV LANA C-terminal domain DNA binding. inhibition, % at 9 µM. 0.078% of 340,000 active. MBP-C-LANA/FAM-LBS DNA binding, fluorescence polarization;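 active = highest replicate inhibition at or above 60% at 9 µM, even if other replicates fall short; inactive = all replicates below 60% inhibition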;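 also: 0% = neutral control wells and 100% = 4 µM acridine orange control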
Rtt109 HAT inh: C. albicans Rtt109 histone acetyltransferase inhibition | 0.16% of 330,000 active | inhibition, % at 34.9 µM | purified Rtt109/Vps75, ThioGlo CoA-SH fluorescence, 4 h | Q5AAJ8;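 active = inhibition of at least 50% in every replicate; inconclusive = best replicate reaches 50% inhibition but some replicates fall short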
Target sequence (Q5AAJ8 whole entry, looked up): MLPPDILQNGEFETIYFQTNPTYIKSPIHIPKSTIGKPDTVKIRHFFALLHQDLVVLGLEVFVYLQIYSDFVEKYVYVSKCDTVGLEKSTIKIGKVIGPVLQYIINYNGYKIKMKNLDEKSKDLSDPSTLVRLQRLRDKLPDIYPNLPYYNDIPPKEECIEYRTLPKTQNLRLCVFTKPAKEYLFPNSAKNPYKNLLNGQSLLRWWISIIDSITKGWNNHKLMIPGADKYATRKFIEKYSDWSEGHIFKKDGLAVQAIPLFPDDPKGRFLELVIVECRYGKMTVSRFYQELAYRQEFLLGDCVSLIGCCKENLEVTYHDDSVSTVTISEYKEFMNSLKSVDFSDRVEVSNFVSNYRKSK
SUMO Mot1 rescue: blocks SUMOylation pathway, rescuing yeast Mot1-301 growth; 1% of 320,000 active; growth rescue, % at 18.8 µM; S. cerevisiae Mot1-301 growth rescue, ATP luminescence, 38.5C; percent above DMSO median, 100 means doubled;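 active = every valid replicate shows activation above 250% relative to neutral control wells; inactive = the rest, any valid replicate at or below 250%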;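 also: OY570 slx delta 5 strain wells were the positive control but not used for scaling; some compounds called inactive have numbers as strong as hits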
NSD2 HMT inh: inhibitors of human histone methyltransferase NSD2 | O96028 | 0.54% of 310,000 active | inhibition, % at 12.5 µM | NSD2 peptide methylation, AlphaScreen, 120 min; in the data active = inhibition above about 50%
PfHsp90 set2: growth inhibition of yeast expressing Plasmodium Hsp90. S. cerevisiae expressing PfHsp90, BacTiter-Glo ATP, 48 h; yeast lacking PDR1 and PDR3 efflux regulators. inhibition, % at 9.4 µM. 0.32% of 310,000 active. AID 504621;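 active = every replicate shows inhibition above about 80%, whatever the replicate mean, limit read from the data; inconclusive = mean inhibition reaches the set limit but some replicate falls short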;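 also: 0% = DMSO neutral controls and 100% = 20 µM radicicol positive controls; yeast relying on Plasmodium falciparum Hsp90 in place of its own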
PvdQ acylase: blocks Pseudomonas aeruginosa PvdQ acylase activity; purified PvdQ acylase, fluorescence plate reader; inhibition, % at 10 µM; 0.063% of 340,000 active; in the data active = inhibition above about 30%, passing the limit was not always enough; inconclusive = no clear call, values can overlap the other calls;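 also: 0% = vehicle neutral wells and 100% = reference inhibitor wells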
dFosB activator: enhances mouse delta FosB homodimer DNA binding | activation, % at 25 µM | P13346 | 0.99% of 340,000 active | purified delta FosB, TAMRA-CDK5 oligo fluorescence polarization; percent of positive-control signal above neutral wells;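 active = mean activation above about 17%, with every replicate also reaching it, limit read from the data, passing the limit was not always enough; inconclusive = only one of the two conditions met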;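 also: fluorescence polarization rise as delta FosB binds a TAMRA Cdk5 AP-1 oligo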
Active calls of the source: *; ? = inconclusive; . = not tested or not shown.

No.	molecule	RTF Ca sens inh	CDK5 p35 inh	RTF Ca sens act	Keap1-Nrf2 PPI	C-LANA FP	Rtt109 HAT inh	SUMO Mot1 rescue	NSD2 HMT inh	PfHsp90 set2	PvdQ acylase	dFosB activator
1	CCOc1ccccc1-c1cc(-c2n[nH]c(=S)n2CC)c2ccccc2n1	5	1.1	1	-2	-2.2	-1	-11	-2	-12	?	0
2	Cc1cc(/C=N/NC(N)=S)c(C)n1-c1ccc(Cl)cc1	-3	-1.1	2	-1	-0.9	.	-20	.	-11	-15	-4
3	CCC1CCC2(CC1)NC(=O)N(CC(=O)Nc1cc(C)on1)C2=O (stereo not given)	-3	0.1	2	4	0.4	0	5	-3	22	-9	3
4	Cc1cccc(NC(=O)CCCCCN2C(=O)[C@@H]3Cc4ccccc4CN3C2=O)c1	2	.	-5	0	0.3	-5	38	1	-11	-1	-7
5	COc1cc(NC(=O)Cn2c([N+](=O)[O-])cnc2C)c(OC)cc1Cl	-6	2.0	-3	3	-2.0	-1	-1	5	-20	-14	-15
6	CCC(=O)n1nc(-c2ccc(Cl)cc2)nc1N	4	2.3	-1	-7	0.6	8	137	-3	13	4	-1
7	COc1cc(/C=C/c2[nH]c(=O)[nH]c(=O)c2[N+](=O)[O-])cc([N+](=O)[O-])c1O	-9	0.1	-6	1	5.1	-7	-9	13	-32	-1	1
8	CSCCCNC(=S)N1CCc2ccccc2C1	-2	1.2	4	3	0.8	-3	-1	1	-22	-6	-5
9	Cn1nnc2ccccc2c1=O	2	1.7	-3	1	-0.6	-4	2	1	-8	5	-1
10	O=C(O)CC(=O)Nc1ccc(Oc2ccc(C(F)(F)F)cn2)c(Cl)c1	-15	-1.0	-2	6	1.7	-9	-8	-1	-10	-1	-7
11	CCCC(c1nnnn1C(C)(C)CC)N1CCN(C(=O)c2ccco2)CC1 (stereo not given)	-6	0.5	-1	-1	0.5	6	-10	10	-20	-3	1
12	Cc1ccc(S(=O)(=O)N(C)CC(=O)NNC(=O)CCS(=O)(=O)c2ccccc2)cc1	-13	-2.0	5	-3	-0.1	-5	28	0	-26	-10	-13
13	COc1ccccc1C(C[N+](=O)[O-])c1c[nH]c2ccccc12 (stereo not given)	-1	-0.3	12	2	-2.3	17	-15	2	-4	16	-11
14	O=C(CSc1ncn[nH]1)Nc1cccc(S(=O)(=O)N2CCCCCC2)c1	-2	0.5	3	-1	-1.6	5	499*	1	-1	-15	-7
15	Cc1ccnc(NC(=O)CCC(=O)N(CC(=O)NC(C)(C)C)C2CCCC2)c1	-11	-0.2	3	-3	0.3	1	0	2	-20	-12	-3
16	CC(=O)c1cccc(NC(=O)c2cccc(N3C(=O)c4ccccc4C3=O)c2)c1	-1	1.5	3	-3	1.4	-4	-12	.	24	-11	31*
17	CNC(=S)N1CCN(S(=O)(=O)c2ccc3ccccc3c2)CC1	-1	-0.4	-1	2	0.4	13	-7	-1	-7	-2	2
18	COc1ccc(N2CC(C(=O)Nc3nnc(SCC(=O)NCC4CCCO4)s3)CC2=O)cc1 (stereo not given)	0	1.5	-3	-10	0.7	-1	-12	-1	-14	-4	-7
19	COc1cccc2c1C(=O)O/C2=C/c1ccc2c(c1)OCO2	-4	-2.2	-4	-5	-0.1	18	-10	35	-9	1	-23
20	CCN1C(=O)CSc2ccc(C(=O)OC)cc21	-6	0.5	2	-5	0.3	4	-10	.	-13	-16	4
21	Cc1ccc(NC(=O)c2c(C)noc2-c2snnc2C)cc1	-2	1.2	-2	8	-2.7	7	6	-4	-34	1	0
22	O=C(NCC(=O)N1CCc2ccccc2C1)c1ccccc1Cl	-4	1.5	-1	-2	-1.5	-6	-14	-1	0	-1	4
23	Cc1cccc(OCC(=O)Nc2cc(C)on2)c1	-14	0.7	10	-7	-0.7	-4	.	-1	0	-7	-3
24	O=C(O)c1cc(/C=C/C(=O)c2cc(F)ccc2O)c2c(c1)COCO2	3	-0.4	5	2	4.4	20	18	6	3	7	-10
25	O=C(NC(=S)NC1CC1)c1cccnc1	-16	.	-2	-7	-0.1	4	.	0	-2	-11	-5

Quoted at random: 2 entries already listed, in no set order.
No.	molecule	RTF Ca sens inh	CDK5 p35 inh	RTF Ca sens act	Keap1-Nrf2 PPI	C-LANA FP	Rtt109 HAT inh	SUMO Mot1 rescue	NSD2 HMT inh	PfHsp90 set2	PvdQ acylase	dFosB activator
12	Cc1ccc(S(=O)(=O)N(C)CC(=O)NNC(=O)CCS(=O)(=O)c2ccccc2)cc1	-13	-2.0	5	-3	-0.1	-5	28	0	-26	-10	-13
6	CCC(=O)n1nc(-c2ccc(Cl)cc2)nc1N	4	2.3	-1	-7	0.6	8	137	-3	13	4	-1

Next section:
No.	molecule	RTF Ca sens inh	CDK5 p35 inh	RTF Ca sens act	Keap1-Nrf2 PPI	C-LANA FP	Rtt109 HAT inh	SUMO Mot1 rescue	NSD2 HMT inh	PfHsp90 set2	PvdQ acylase	dFosB activator
26	COc1ccccc1NC(=O)Nc1cccnc1	-2	-4.3	7	-3	3.0	-1	-1	.	-3	-11	7
27	COc1cc(/C=N/NC(=O)C(C)n2nnc3ccccc32)ccc1O (stereo not given)	-3	-1.1	2	0	-0.8	7	-5	4	-17	-15	-4
28	Cc1noc(C)c1CSCC(=O)Nc1cc(S(=O)(=O)N2CCOCC2)ccc1OC(C)C	-4	-3.1	-3	-7	-0.3	4	1	1	-16	-7	-5
29	CC(C)CC(NC(N)=O)C(=O)OCC(=O)N(Cc1ccccc1)Cc1ccccc1 (stereo not given)	-10	0.7	-1	0	-0.4	-12	20	-2	14	-7	-13
30	Cc1c(N2C(=O)CSC2c2ccc([N+](=O)[O-])cc2)c(=O)n(-c2ccccc2)n1C (stereo not given)	0	0.8	-4	2	-1.0	-3	-3	7	3	-9	7
31	CCOc1cccc(-c2nnc(SCC(=O)Nc3cc(OC)cc(OC)c3)n2N)c1	-4	-2.0	-1	-7	1.3	-1	-15	-1	.	-25	-6
32	O=C(O)C1=C[C@H](c2ccc(C(F)(F)F)cc2)C[C@H](OCCCCO)O1	-8	0.4	0	5	2.3	-9	-4	.	2	-4	5
33	Cc1nn(Cc2ccc(F)cc2)c(C)c1NC(=O)c1cc2ncc(Br)cn2n1	-4	0.6	0	6	-0.5	0	-17	1	-20	-14	-7
34	NC(=O)CC[C@@H]1NC(=O)[C@@H]2CCCN2C(=O)c2cc([N+](=O)[O-])cc(F)c2NCCC[C@@H](C(N)=O)NC1=O	-2	-0.6	-1	-9	-0.7	-16	-2	.	-16	-8	5
35	COc1ccc(-n2c(C)cc3cc(OC(C)=O)ccc32)cc1	4	1.3	-7	-2	1.6	-2	-10	3	4	7	1
36	Cc1ccc(N2CC(C(=O)Nc3cc(C)on3)CC2=O)c(C)c1 (stereo not given)	-40	-1.3	-1	-4	0.1	1	8	-1	-12	-15	?
37	COC(=O)[C@H](Cc1ccccc1)NC(=O)c1ccc2ccccc2n1	5	1.1	-5	-3	-2.6	10	-24	-9	-7	15	-8
38	Cc1ccc(NC(=O)c2cc(-c3ccco3)on2)cc1	-5	-0.3	0	3	-1.4	-9	2	-4	-1	4	1
39	O=C(Nc1ccc(-c2nc3c(ccc4ccccc43)o2)cc1)c1ccco1	-4	0.9	3	-2	2.2	8	9	16	4	0	3
40	Cc1ccc2nc(SCC(=O)Nc3ccc(F)cc3)nc(=O)n2c1	-2	0.3	-1	-3	0.5	-4	1	25	.	-14	-4
41	COC(=O)c1cc2ccsc2n1CC(=O)Nc1cc(C)cc(C)c1	0	1.3	0	2	-0.9	4	2	.	-29	-5	3
42	Cc1cc(CN(C)C(=O)CC2C(=O)NCCN2Cc2ccc(-c3ccccc3)cc2)on1 (stereo not given)	-4	-6.9	3	-9	0.1	11	-6	3	-17	-5	-12
43	Cc1ccccc1CSCCNS(C)(=O)=O	2	1.6	2	-2	-0.1	0	0	0	-18	2	9
44	Cc1cc(C)n(CC(=O)NNC(=O)CCNC(=O)c2ccccc2Cl)n1	-6	0.4	5	2	0.5	12	-2	1	.	7	-6
45	CCn1c2ccccc2c2cc(Nc3cc(C)nc4ncnn34)ccc21	-6	1.6	-4	1	0.4	28	17	.	-5	-10	-14
46	O=C(CC1NCCc2ccccc21)Nc1cccc(Cl)c1 (stereo not given)	-1	0.8	0	-2	0.0	12	2	0	24	-6	-10
47	Cc1ccccc1-n1c(SC/C(O)=C(\C#N)c2nc3ccccc3[nH]2)nnc1-c1ccncc1	-4	0.7	3	-2	-0.3	10	-16	3	-31	-2	-2
48	O=C(COC(=O)c1ccccc1Cl)Nc1nccs1	-2	-0.6	4	-1	3.0	2	-5	0	4	1	-5
49	O=c1c(Cc2ccc(F)cc2)c(O)ccn1CCc1ccccn1	-7	0.5	1	1	0.7	-4	21	-4	-15	-10	4
50	Cc1cccc(NC(=O)/C(C#N)=C/c2ccc(Sc3ccccc3)o2)c1C	1	0.9	-2	-1	0.0	-12	-11	-4	39	0	-4
51	COc1ccc(N2C(=O)C(Cl)=C(Oc3cccc(OC)c3)C2=O)cc1	-10	0.5	-2	4	0.9	2	7	.	2	4	-4
52	Cc1ccccc1NC(=O)CN1C(=O)S/C(=C\c2cccn2-c2cccc(C(=O)O)c2)C1=O	-4	0.0	4	-7	0.6	-3	34	2	.	-10	-8
53	N#Cc1c(NC(=O)C2C3C=CC(C3)C2C(=O)O)sc2c1CCCCC2 (stereo not given)	-1	-0.3	0	-2	0.9	-1	-11	1	-4	-13	-5
54	COc1cccc(-n2c(SCc3ccccn3)nc3c(c2=O)SCC3)c1	-2	0.2	0	-3	22	12	3	3	-33	10	-2
